Bioassay records: PubChem BioAssay, several laboratories
Runt-SMMHC FRET – inhibitors of RUNX1 Runt–CBFb-SMMHC binding, primary screen, biochemical, FRET, Cerulean-Runt, Venus-CBFb-SMMHC, uHTS. hit rate 0.74% among 220,000. Runt-related transcription factor 1 (Homo sapiens) + Core-binding factor subunit beta …. inhibition, % at 20 µM. Cerulean-Runt/Venus-CBFb-SMMHC FRET ratio 530/480, 1 h;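 active = mean inhibition across duplicate retests at 20 µM reaching about 50%, limit read from the data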;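 also: 0% = DMSO wells and 100% = wells with excess untagged CBFb-SMMHC; inhibitors lower the FRET ratio by blocking Runt binding to CBFb-SMMHC; some results filed as inactive read as strong as hits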
L929 necroptosis – inhibitors of zVAD-triggered necroptosis, primary screen, L929 cells. AID 1377, 2008. L929 zVAD necroptosis rescue, ATP luminescence, 24 h; with zVAD 60 µM. viability rescue, % at 10 µM. hit rate 0.38% among 220,000;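 active = activation, scaled between plate controls, above about 75%, limit read from the data; inactive = activation under that limit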;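 also: 0% = zVAD with DMSO and 100% = DMSO alone without zVAD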
Tb hexokinase – Trypanosoma brucei hexokinase 1 inhibitors, primary screen, biochemical, G6PDH-coupled NADH absorbance, MLSCN library | hit rate 0.11% among 220,000 | recombinant TbHK1, G6PDH-coupled NADH A340 | inhibition, % at 10 µM | hexokinase 1 [Trypanosoma brucei];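 active = inhibition of 50% or more in the single-dose primary screen; inactive = inhibition below 50%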
EBV gp42 inh – Epstein-Barr virus gp42 inhibitors, primary screen, biochemical, uHTS, fluorescence polarization | Fluorescence polarization binding assay, mP read-out | inhibition, % (tested at 21.74 µM) | hit rate 0.42% among 220,000; in the data active = inhibition above about 50%
Target sequence (Q1HVG2 whole entry, looked up): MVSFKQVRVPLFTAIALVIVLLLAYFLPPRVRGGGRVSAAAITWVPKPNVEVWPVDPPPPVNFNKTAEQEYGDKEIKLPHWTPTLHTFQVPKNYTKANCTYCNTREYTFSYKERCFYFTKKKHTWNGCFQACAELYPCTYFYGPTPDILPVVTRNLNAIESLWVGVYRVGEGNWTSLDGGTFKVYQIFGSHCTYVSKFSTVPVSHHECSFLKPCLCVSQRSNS
Hck Nef HTS – inhibitors of Nef-activated human Hck kinase, primary screen, biochemical, Z-Lyte FRET, 384-well, Hck-YEEI | Tyrosine-protein kinase HCK (Homo sapiens), P08631 | Recombinant Hck-YEEI plus Nef, Z-Lyte FRET kinase assay | inhibition, % at 20 µM | hit rate 0.68% among 220,000;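 active = Hck-Nef kinase inhibition above about 50%, limit read from the data; inactive = inhibition below that limit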;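 also: 0% = DMSO with Hck plus Nef and 100% = Hck alone without Nef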
Target sequence (P08631 whole entry, looked up): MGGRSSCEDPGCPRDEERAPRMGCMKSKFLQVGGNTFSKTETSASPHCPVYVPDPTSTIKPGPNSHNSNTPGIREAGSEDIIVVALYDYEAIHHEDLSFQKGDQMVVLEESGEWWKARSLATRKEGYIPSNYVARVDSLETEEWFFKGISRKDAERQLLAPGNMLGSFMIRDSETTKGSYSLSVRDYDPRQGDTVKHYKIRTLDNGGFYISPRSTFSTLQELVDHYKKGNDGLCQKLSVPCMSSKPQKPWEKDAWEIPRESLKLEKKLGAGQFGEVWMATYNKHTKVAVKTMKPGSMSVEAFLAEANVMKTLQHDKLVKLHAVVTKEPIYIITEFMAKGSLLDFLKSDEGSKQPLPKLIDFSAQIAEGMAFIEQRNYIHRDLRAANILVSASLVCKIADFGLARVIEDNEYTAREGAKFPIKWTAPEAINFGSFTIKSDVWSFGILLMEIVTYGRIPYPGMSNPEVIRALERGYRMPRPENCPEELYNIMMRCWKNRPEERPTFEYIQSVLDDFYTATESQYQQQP
Mdm2 ligase inh – MDM2-luciferase reporter signal enhancers, primary screen, MDM2 E3 ligase inhibitor project, cell-based, luminescence, 1536-well; E3 ubiquitin-protein ligase Mdm2 (Homo sapiens), Q00987; cell-based MDM2 ubiquitination luciferase reporter, 2 h; 0 = plate control, 100 = twice control, blank-subtracted; signal enhancement, % at 5 µM; hit rate 0.11% among 210,000;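 active = signal enhancement of 30% or more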;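 also: luminescence tracks abundance of the self-degrading MDM2-luciferase fusion protein; higher signal means inhibition of MDM2 E3 ligase activity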
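Buffer or medium: Cells held in DMEM | Assay system: Stable mammalian line carrying autodegrading MDM2–luciferase fusion reporter | Quantity: 2000 cells/well | Times: 4 h settle plus 2 h compound, 37 °C | Doses: One concentration, 5 µM, with 0.2% DMSO | Technique: Luminescence with SteadyLite reagent, 15 min at room temperature | Benchmarks: Plate controls and plate blanks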
Runt-CBFb FRET – inhibitors of RUNX1 Runt–CBFb binding, primary screen, biochemical, FRET, Cerulean-Runt, Venus-CBFb, uHTS; hit rate 0.46% among 220,000; Cerulean-Runt/Venus-CBFb FRET ratio 530/480, 1 h; AID 1496, 2009; Runt-related transcription factor 1 (Homo sapiens) + Core-binding factor subunit beta …; inhibition, % at 20 µM;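 active = inhibition over about 50% at 20 µM in the single-dose screen, limit read from the data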;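 also: 0% = DMSO wells and 100% = excess unlabeled CBFb competitor control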
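Assay system: Cerulean-Runt domain fusion protein, energy donor; Signal: fluorescence energy transfer, 422 nm excitation, 530/480 nm emission; Timing: 1 h compound exposure, room temperature; Control set: unlabeled CBFb; Medium: Tris buffer pH 7.5 with salts and BSA; Compound: single test concentration of 20 µM, 1% DMSO final; Probe or stimulus: Venus-CBFb 100 nM.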
p47phox inh – p47phox/p22phox peptide binding inhibitors, primary screen, biochemical, uHTS, NADPH oxidase regulatory subunit. Neutrophil cytosol factor 1 (Homo sapiens), P14598. fluorescence polarization, 2 h. inhibition, % at 24.7 µM. hit rate 0.53% among 220,000. AID 1274, 2008;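 active = inhibition above about 30%, limit read from the data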;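 also: 0% = p47phox with labelled peptide and 100% = labelled peptide alone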
14-3-3 Bad PPI – inhibitors of 14-3-3 zeta/Bad binding, primary screen, biochemical, TR-FRET, bovine 14-3-3 zeta | 14-3-3 protein zeta/delta (Bos taurus), P63103 | AID 781, 2007 | hit rate 0.71% among 220,000 | TR-FRET 14-3-3zeta/Dy647-pBad peptide displacement, 1 h | inhibition, % at 21.7 µM;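 active = inhibition above about 70%, limit read from the data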;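 also: 0% = full 14-3-3 plus peptide FRET controls and 100% = background without 14-3-3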
Target sequence (P63103 whole entry, looked up): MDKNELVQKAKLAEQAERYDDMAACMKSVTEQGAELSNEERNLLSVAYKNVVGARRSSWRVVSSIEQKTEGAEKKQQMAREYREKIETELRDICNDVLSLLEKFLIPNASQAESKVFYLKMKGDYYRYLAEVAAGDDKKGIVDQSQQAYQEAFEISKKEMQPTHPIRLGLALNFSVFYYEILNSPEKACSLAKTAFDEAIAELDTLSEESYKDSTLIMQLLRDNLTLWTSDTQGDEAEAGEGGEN
Numbers without * were called inactive; . = not tested or not shown; [ ] = another dose, or the depositor's remark.

SMILES	Runt-SMMHC FRET	L929 necroptosis	Tb hexokinase	EBV gp42 inh	Hck Nef HTS	Mdm2 ligase inh	Runt-CBFb FRET	p47phox inh	14-3-3 Bad PPI
O=C1CC(c2ccco2)CC(O)=C1C=NCCN1CCN(C(=S)Nc2ccccc2)CC1 (configuration not stated)	3	1.7	-4	-10	5	-11	6	-2	-7
Cc1ccccc1C(=O)NC1CCN(Cc2nnnn2Cc2ccc(F)cc2)CC1	-6	-0.1	35	-9	2	-29	-1	-9	-5[fluorescence artefact?]
CC1(C)CC(=O)C=C(Nc2cc(-c3ccccc3)[nH]n2)C1	3	91*	-13	-8	0	-7	-2	-6	9[fluorescence artefact?]
Cc1nc(-c2cccc(S(=O)(=O)N3CCCC(C)C3)c2)cs1 (configuration not stated)	-3	-0.2	1	-26	0	-2	-2	-15	80*
COCC(=O)N1CCC(n2nnc3cc(C(F)(F)F)ccc32)CC1	-3	-1.1	-9	-8	20	-1	-1	2	-9
O=C(O)c1cc2c(N3CCC(Cc4ccccc4)CC3)ncnc2s1	-1	0.7	-9	2	-2	0	-6	-4	-4
CCN(CC(=O)Nc1ccc(S(=O)(=O)N2CCCC2)cc1)CC(=O)Nc1cccc(OC)c1	-3	1.9	-5	-7	16	-7	-1	-15	60
Cc1ccc(S(=O)(=O)c2c(N)n(CC3CCOC3)c3nc4ccccc4nc23)cc1 (configuration not stated)	19	-0.5	-18	-3	37	-8	7	-59	3[fluorescence artefact?]
O=C(COC(=O)c1cccs1)c1ccc2c(c1)OCCO2	-2	0.2	-7	5	-2	-84	2	-8	-2
O=C1CC(N2CCCN(C3CC(=O)N(c4ccc(F)cc4)C3=O)CC2)C(=O)N1c1ccc(F)cc1 (configuration not stated)	0	-0.2	4	-8	1	-6	4	-5	2
CC(C)C[C@H](NC(=O)c1nc[nH]c1C(=O)N1CCN(c2ccccc2)CC1)C(=O)OCc1ccccc1	3	0.3	4	1	31	12	0	-12	-13
O=S(=O)(O)CCN1CCOCC1	0	-0.5	4	-10	0	-11	-1	-1	8[fluorescence artefact?]
Cc1c(C(=O)c2ccc(F)cc2)c2ccccn2c1CCc1ccccn1	-2	-0.1	-6	-9	16	15	6	-9	-4
O=C(O)c1cc([N+](=O)[O-])ccc1NCc1ccccc1	-1	1.5	-13	-10	-2	.	-2	6	1
Cc1ccnc(Sc2ccc([N+](=O)[O-])cc2[N+](=O)[O-])n1	-4	1.8	-19	-12	2	-8	-1	-9	0
O=C1NN=C(c2ccccc2)CC1c1ccc(Cl)cc1Cl (configuration not stated)	0	-1.2	-1	-2	15	-1	1	-7	-7
O=C(O)CCCNC(=O)/C(=C\c1ccccc1F)NC(=O)c1ccccc1	0	1.7	-3	-1	11	-3	-1	3	-19
CC(C)CCn1c(N)c(S(=O)(=O)c2cccs2)c2nc3ccccc3nc21	17	0.0	4	16	7	-15	5	-20	-5[fluorescence artefact?]
O=C(c1ccccc1)c1c[nH]c(C(=O)NCc2cccnc2)c1	2	0.4	-2	-37	-1	-17	2	-33	5
COc1ccc(C)cc1S(=O)(=O)N1CCN(c2cccc(C(F)(F)F)c2)CC1	-4	-0.5	5	12	2	1	-5	-9	-8
O=C(O)COc1cccc(NC(=O)C2CCCO2)c1 (configuration not stated)	-1	-0.3	1	1	2	-9	0	-13	-6
CN1CCN(NC(=O)COc2cccc(C(F)(F)F)c2)CC1	-1	0.1	19	-10	3	-13	1	-15	-13[fluorescence artefact?]
CNC(=O)c1c(C)[nH]c(=S)c(C#N)c1-c1ccco1	45	-0.7	-18	-12	-163	-10	31	3	0
COc1ccc(CNC(=O)CN(C)S(=O)(=O)c2ccccc2)cc1	3	1.0	-5	-4	4	-2	1	1	1
CCOC(=O)C1=C(c2ccccc2)NC(SCC(=O)NC2CCCCC2)=C(C#N)C1c1ccco1 (configuration not stated)	0	0.5	-3	-4	9	23	-2	-9	-7
Remaining list, next part:
SMILES	Runt-SMMHC FRET	L929 necroptosis	Tb hexokinase	EBV gp42 inh	Hck Nef HTS	Mdm2 ligase inh	Runt-CBFb FRET	p47phox inh	14-3-3 Bad PPI
CNC(=S)Nc1ccc([N+](=O)[O-])cc1C	3	1.9	-5	-16	-4	-18	5	-2	-2
Cc1ccc(C(=O)Nc2ccc(C(=O)O)cc2)cc1S(=O)(=O)NCc1ccccc1	-2	7.0	-4	-10	21	15	0	-4	-13
O=C(O)c1coc2ccccc12	0	0.4	5	-20	3	-11	-1	-21	5[fluorescence artefact?]
CCOC(=O)c1cc(-c2ccc(C)cc2)n(CCC(=O)N2CCN(c3ccccn3)CC2)c1C	-10	0.5	17	-4	-8	9	0	-11	-8
CCOC(=O)CNC(=O)c1c2c(nc3ccccc13)CCCC2	1	0.6	-1	-11	1	0	1	-3	6
CCCCN(Cc1ccccc1)C(=O)c1cnc2n(c1=O)CCS2	-3	-0.2	0	-11	-1	3	0	8	13
S=C1NCN(Cc2cccnc2)CN1	0	0.7	-7	-10	12	-7	1	-5	-3
CCC(C)NCCCOc1c(C)cc(C)cc1Br (configuration not stated)	1	0.1	8	7	1	-22	-2	-6	4[fluorescence artefact?]
CC(=O)C1=C(O)C(=O)N(CCc2c[nH]c3ccccc23)C1c1ccc(O)cc1 (configuration not stated)	2	4.4	-20	5	0	-22	4	-14	38
COc1ccccc1OCCC(=O)OCC(=O)NC(C)c1ccccc1 (configuration not stated)	0	0.4	-2	-28	4	-13	-1	-5	7
Cc1ccccc1Nc1nc(N)c2ccccc2n1	0	-1.6	0	12	10	-37	2	-5	29
CCOc1ccc(C(=O)Nc2ccccc2OC(F)F)cc1	1	30	5	-18	21	-10	-1	-8	-9
O=C(NCCNc1ccc([N+](=O)[O-])cc1C(F)(F)F)c1ccc(F)cc1	4	0.7	-22	-13	1	-2	-2	0	-10[fluorescence artefact?]
COc1ccc(S(=O)(=O)N2CCSC2)cc1C	0	0.5	-3	8	2	-6	1	-8	-9[fluorescence artefact?]
CCOc1cc(/C=N/NC(=O)c2ccncc2)ccc1OC(=O)c1ccc([N+](=O)[O-])cc1	2	0.1	-20	-1	-3	-14	-8	-7	7
CC(C)CC(NC(=O)COc1ccccc1)C(=O)O (configuration not stated)	2	0.1	46	.	5	-23	-1	.	.
CCCCNC(=O)NNC(=O)COc1cc(C)cc(C)c1	-2	0.3	2	-14	4	5	1	-3	5
COC(=O)C1=CN(c2ccc(OC)cc2)C=C(C(=O)OC)C1c1ccc(C)c([N+](=O)[O-])c1	-4	.	0	-3	7	8	-3	-12	-11
CCOc1ccc(-c2nn(-c3ccccc3)cc2/C=C(\C#N)S(=O)(=O)c2ccccc2)cc1C	-19	0.6	-9	-14	-1	4	-124	-5	0[fluorescence artefact?]
Cc1cc2c(cc1S(=O)(=O)N1CCc3ccccc31)NC(=O)CO2	2	-1.4	9	18	-26	4	-1	7	8
CS(=O)(=O)NCCSc1nnnn1-c1ccccc1	2	-0.2	0	-24	-9	-6	1	-8	0[fluorescence artefact?]
CC(=O)N1CCN(C(=O)COc2ccc(Br)cc2)CC1	0	0.0	1	-15	1	-13	0	3	1
N/C(Cc1ccc([N+](=O)[O-])cc1)=N\OC(=O)Cc1ccc(Cl)cc1	-2	0.9	-5	4	0	-5	-3	-9	-6
Cc1cc(NC(=O)c2cc([N+](=O)[O-])cc([N+](=O)[O-])c2C)no1	-6	0.6	1	5	29	-6	5	12	2
O=C(CSc1cc(Cl)ccc1Cl)NCC(=O)Nc1ccc(F)c(F)c1F	2	0.4	5	-13	-8	-8	0	-4	-4
(further entries)
SMILES	Runt-SMMHC FRET	L929 necroptosis	Tb hexokinase	EBV gp42 inh	Hck Nef HTS	Mdm2 ligase inh	Runt-CBFb FRET	p47phox inh	14-3-3 Bad PPI
S=C(NNc1ccc2ccccc2c1)NC1CCCCC1	5	-0.5	-8	0	-1	-12	2	-18	-12[fluorescence artefact?]
Cn1cnnc1SCc1ccccc1[N+](=O)[O-]	-1	1.1	-1	-5	-9	-7	-2	2	-3
Cc1ccccc1CS(=O)(=O)CCC(=O)N1CCN(c2ccc(N3CCOCC3)nn2)CC1	11	-0.3	-4	-5	3	-19	4	-9	-3
CCOc1ccc(-c2nn(-c3ccccc3)cc2/C=C2\SC(N)=NC2=O)cc1C	-280	5.3	-8	-26	0	-9	-66	-42	-10
CC(=O)N=c1sc2ccccc2n1C	-2	-0.2	2	-18	0	-25	1	-8	11[fluorescence artefact?]
CCC(C(=O)Nc1ccccc1C(=O)N1CCOCC1)N1C(=O)c2ccccc2C1=O (configuration not stated)	-5	0.5	-8	-12	-1	-1	3	-7	13
COc1ccc(C(=O)CC2OC(=O)c3c2ccc(OC)c3OC)cc1 (configuration not stated)	-6	1.2	-38	4	1	-6	-1	1	-4
Cc1cccc(NC(=S)NNC(=S)NC2CCCCC2)c1C	10	1.0	13	7	-5	-21	13	-14	-16
O=C(c1ccco1)N1N=C2CCCCCC2C1(O)C(F)(F)F (configuration not stated)	.	6.9	-2	-33	25	9	.	-3	-9
CC(C)Nc1nc(N(c2ccccc2)c2ccccc2)nc(-n2ccnc2)n1	1	0.6	-6	-35	1	10	-1	-10	4
CCCN(S(=O)(=O)c1ccc(OCC)cc1)S(=O)(=O)c1cccs1	-5	0.2	2	-9	1	7	-1	-1	-5
CN(CCc1cnn(C)c1)Cc1nc(Cc2ccccc2)no1	5	-0.2	7	10	5	-14	-2	2	-5
CCOC(=O)c1ccc(NC(=O)CC2SC3=NCCN3C2=O)cc1 (configuration not stated)	0	-0.2	2	-6	-9	-4	0	1	2
O=C(CSc1nc2ccccc2[nH]1)NCCN1CCCCC1	-5	-0.1	4	0	2	-15	-1	-5	2
Cc1sc2ncnc(N=Nc3c(O)[nH]c4ccccc34)c2c1C	-5	1.3	-19	-40	4	-23	-4	-74	27
S=c1[nH]nc(-c2cc(-c3ccco3)[nH]n2)n1-c1ccccc1	22	0.1	2	-24	0	-14	35	-17	0
Cc1ccc[n+](CC2OCc3ccccc3CO2)c1	-1	0.3	-1	-4	18	-6	1	-3	-6

Looked up by compound from above:
SMILES	Runt-SMMHC FRET	L929 necroptosis	Tb hexokinase	EBV gp42 inh	Hck Nef HTS	Mdm2 ligase inh	Runt-CBFb FRET	p47phox inh	14-3-3 Bad PPI
S=C(NNc1ccc2ccccc2c1)NC1CCCCC1	5	-0.5	-8	0	-1	-12	2	-18	-12[fluorescence artefact?]
Cc1ccc[n+](CC2OCc3ccccc3CO2)c1	-1	0.3	-1	-4	18	-6	1	-3	-6
